A549 viability – kills or reduces viability of A549 cells in Nrf2 counter-screen; A549 ARE-Fluc cells, CellTiter-Fluor viability, 18-24 h; Potency, µM (top dose mostly 46 µM), inactives show top-dose activity change, negative = cytotoxicity, hits mostly inhibitors; hit rate 0.16% among 390,000; further: potency means the concentration at half of the fitted maximal effect; on the % scale 0 is the no-effect control and ±100 the full control effect
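Cytotoxicity counterscreen: CellTiter-Fluor fluorescence was measured in A549 ARE_Fluc cells after 18-24 h of compound exposure in a concentration series. The subsequent BugLite luminescent read reports ARE-luciferase activity.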
TGFb SMAD3 inh – TGF-b pathway inhibition; HepG2 CAGA-GFP TGF-b/SMAD3 reporter, GFP fluorescence, 18 h; TGF-beta stimulated, 500 pg/mL final; Potency, µM (top dose mostly 46.1 µM), without a hit: at the top dose activity, negative = inhibition, actives largely listed as inhibitors; hit rate 1.2% among 410,000; further: potency means the concentration at half of the fitted maximal effect; on the % scale 0 is the no-effect control and ±100 the full control effect; nearly all actives have a fitted effect of over 65% in size
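Read-out: total well GFP (ex488/em500-530) summed from mean per-cell fluorescence. Cells: HEPG2 CAGA-GFP, 1% FBS DMEM, 18 h at 37 degrees C with 500 pg/mL final TGF-beta. Unstimulated wells served as the full-inhibition control; stimulated DMSO wells = 0%.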
EPAC2 antagonist – antagonists of human EPAC2; hit rate 0.18% among 360,000; Potency, µM (highest dose often 114 µM), for the others: at the highest dose activity, negative = inhibition, hits mostly inhibitors; Q8WZA2; EPAC2 GEF exchange of Rap1B-BODIPY-GDP, fluorescence; further: potency means the concentration at half of the fitted maximal effect; on the % scale 0 is the no-effect control and ±100 the full control effect; nearly all actives have a fitted effect of over 45% in size; many of its hits are not listed in these tables
Target sequence (Q8WZA2 whole entry, looked up): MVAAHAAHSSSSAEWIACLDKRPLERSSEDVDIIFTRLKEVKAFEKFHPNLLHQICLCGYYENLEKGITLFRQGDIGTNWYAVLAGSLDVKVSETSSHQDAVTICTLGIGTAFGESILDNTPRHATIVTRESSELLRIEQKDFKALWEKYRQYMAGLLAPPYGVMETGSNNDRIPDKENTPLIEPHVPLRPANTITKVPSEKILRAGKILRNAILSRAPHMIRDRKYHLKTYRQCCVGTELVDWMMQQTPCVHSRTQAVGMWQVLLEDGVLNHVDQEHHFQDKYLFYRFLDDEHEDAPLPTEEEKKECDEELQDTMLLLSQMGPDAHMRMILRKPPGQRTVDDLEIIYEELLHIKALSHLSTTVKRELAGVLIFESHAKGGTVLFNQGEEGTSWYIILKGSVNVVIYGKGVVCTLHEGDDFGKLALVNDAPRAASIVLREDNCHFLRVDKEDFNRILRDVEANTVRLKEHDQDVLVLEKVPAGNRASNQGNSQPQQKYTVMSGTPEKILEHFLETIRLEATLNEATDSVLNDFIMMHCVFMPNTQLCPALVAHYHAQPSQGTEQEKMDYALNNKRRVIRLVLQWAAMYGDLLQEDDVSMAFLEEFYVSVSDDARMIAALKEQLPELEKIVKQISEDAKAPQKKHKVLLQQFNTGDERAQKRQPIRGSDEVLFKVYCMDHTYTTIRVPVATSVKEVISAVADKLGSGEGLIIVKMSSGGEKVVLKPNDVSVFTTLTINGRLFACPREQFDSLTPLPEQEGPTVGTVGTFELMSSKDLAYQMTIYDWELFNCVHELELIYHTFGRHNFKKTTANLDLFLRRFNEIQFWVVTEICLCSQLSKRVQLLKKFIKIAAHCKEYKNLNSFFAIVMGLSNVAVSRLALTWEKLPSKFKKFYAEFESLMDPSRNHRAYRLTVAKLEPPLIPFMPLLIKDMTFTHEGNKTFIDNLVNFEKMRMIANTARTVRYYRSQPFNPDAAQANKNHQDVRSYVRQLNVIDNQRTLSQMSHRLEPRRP
Nrf2 block – Nrf2 pathway inhibition. hit rate 2.1% among 360,000. AID 504444. Potency, µM (top dose mostly 46 µM), for the others: top-dose activity change, negative = inhibition, usual class: inhibitors. A549 ARE-Fluc reporter, luciferase luminescence, 18-24 h; further: potency means the concentration at half of the fitted maximal effect; on the % scale 0 is the no-effect control and ±100 the full control effect; nearly all actives have a fitted effect of over 60% in size
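A549 ARE_Fluc cells (5000/well, 5% FBS OPTI-MEM) pre-incubated 2 h, then treated with compounds 18-24 h at 37C/5% CO2 in concentration-response. CellTiter-Fluor viability read first; BugLite luciferase luminescence after 15 min at room temperature gives Nrf2 activity.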
EPAC2 agonist – agonists of human EPAC2 (RAPGEF4); Q8WZA2; EPAC2 activation, biochemical qHTS; response scale: 100% = 6.5 mM cAMP response; Potency, µM (titrated, usually from 154 µM), for the others: top-dose activation, most hits filed as activators; hit rate 0.079% among 360,000; AID 720711; further: potency means the concentration at half of the fitted maximal effect; nearly all actives have a fitted effect of over 50% in size
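Compounds were titrated in qHTS against a Rap1B-BODIPY-GDP (250 nM) complex with EPAC2 (100 nM) and GDP (50 uM). BODIPY-GDP release tracked at 480/540 nm over 30 min at room temperature, normalized to 6.5 mM cAMP.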
MmCpn inh – inhibitors of Methanococcus maripaludis chaperonin (MmCpn). purified Mm-Cpn ATPase, ADP Transcreener TR-FRET. Potency, µM (highest dose often 76.9 µM), for inactives: top-dose activity, negative = inhibition, most hits filed as inhibitors. hit rate 0.031% among 330,000; further: potency means the concentration at half of the fitted maximal effect; on the % scale 0 is the no-effect control and ±100 the full control effect; nearly all actives have a fitted effect of over 80% in size
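Inhibition of chaperonin ATP hydrolysis is measured as reduced ADP production, detected by competitive TR-FRET in which signal falls with ADP. Final enzyme 25 nM and ATP 10 uM, reacted 30 min at 37°C.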
Nrf2 ARE act – Nrf2 pathway activation. AREc32 ARE-luciferase reporter (MCF7-derived line), luminescence, 24 h. Potency, µM (series often up to 46.1 µM), for inactives: at the top dose activation, usual class: activators. hit rate 0.31% among 410,000; further: potency means the concentration at half of the fitted maximal effect; % of control where 0% means no effect; nearly all actives have a fitted effect of over 65% in size
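AREc32 cells carrying an ARE-driven firefly luciferase, 1000 cells/well in OPTI-MEM with 5% FBS, dosed after overnight attachment and incubated 24 hr at 37 deg C. Steady-Glo luminescence read after 30 min at RT.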
pAkt inh – inhibitors of Akt phosphorylation | activity change, % for hits at 50 µM | hit rate 0.32% among 360,000 | AID 651550 | Neuro2A IGF-stimulated pAkt S473 HTRF, 20 min; stronger effect = lower value; in the data active means activity change below about -80%; inconclusive means mostly about -51% to -80%; further: on the % scale 0 is the no-effect control and ±100 the full control effect
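Single-point screen (50 µM final compound) in Neuro2A cells stimulated 20 min with 6 nM IGF at 37 deg C. After lysis, Ser473-phosphorylated Akt read by HTRF (ex 330 nm, em 615/665 nm) as the 665/615 ratio.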
CCT chaperon mod – cytosolic chaperonin activity modulation. purified chaperonin ATPase assay, HTRF ADP detection, 30 min. activity change, % (concentration not given with the values), hits read low. hit rate 0.3% among 360,000; in the data active means activity change below about -30%; further: on the % scale 0 is the no-effect control and ±100 the full control effect
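Enzyme 40 or 20 nM (batch-dependent) in Tris pH 7.4/KCl/MgCl2/DTT; cpd 76 uM single point; ATP 10 uM; 30 min 37 °C; Transcreener ADP HTRF detection, 30 min RT; ratio 665/615.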
* = called active by the depositor; i = inactive; ? = inconclusive; . = not tested or not shown; [ ] = another dose, or the depositor's remark. Unless noted, the call rests on the fitted dose curve; in most records, active means well fitted curve in the direction sought with a large enough effect; inconclusive means small, poorly fitted or top-dose-only effect, or another doubt; inactive means no such curve, though single readings can be large; an effect the other way counts as inactive or inconclusive. These rows are one share of the data; the hit share may differ from the screen's.

Values in the order: A549 viability	TGFb SMAD3 inh	EPAC2 antagonist	Nrf2 block	EPAC2 agonist	MmCpn inh	Nrf2 ARE act	pAkt inh	CCT chaperon mod
(1) O=C(CNc1ccc(Cl)cc1)NNC(=S)NCc1ccccc1
    2.6%	?	12.7%	?	13.2%	1.7%	0.0%	i	1.1
(2) O=C(NC1CCCCC1)c1cc(-c2ccc(O)cc2)on1
    -20.5%	-20.7%	10.7%	5.1%	5.8%	1.9%	3.3%	i	-3.7
(3) CC1CCCCC1N=C1NC(C)(C)CS1 (centres undefined)
    -6.7%	-2.7%	-2.4%	9.3%	13.8%	1.0%	-0.6%	i	-3.0
(4) Cc1ccc(NC(=O)C2(C)CCN2Cc2ccccc2OC(F)F)cc1 (centres undefined)
    .	-13.4%	-11.7%	.	-6.7%	.	0.4%	i	1.3
(5) O=C(c1ccc(COc2ccccc2Br)o1)N1CCCCCC1
    19.7%[1.84 µM]	?	2.9%	-2.0%	9.5%	0.1%	3.2%	i	-1.7
(6) COC(=O)c1oc(-c2ccc(Cl)cc2)nc1C
    -4.1%	-13.5%	6.2%	?	2.1%	0.4%	4.2%	i	-14.5
(7) COc1ccc(-c2ccc(/C=C3\C(=O)N(c4ccccc4)N=C3c3ccccc3)o2)c([N+](=O)[O-])c1
    -1.9%	7.0%	-1.5%	-4.9%	-8.8%	2.0%	0.2%	i	-3.2
(8) O=C(CSc1nc(-c2ccccc2)cs1)N1CCc2ccccc21
    -1.7%	-7.3%	18.7%	4.8%	11.4%	0.5%	0.0%	.	1.8
(9) CCN(CC(=O)Nc1ccccc1OC)C(=O)COc1ccc(C#N)cc1
    -4.4%	13.9%	0.7%	2.2%	2.4%	.	0.1%	i	-2.6
(10) Cc1cc(NC(=O)CCC(=O)N(Cc2cccnc2)C(C(=O)NC(C)(C)C)c2ccccc2Cl)no1 (centres undefined)
    -0.1%	5.3%	-7.9%	-16.5%	7.3%	-1.2%	0.2%	i	0.4
(11) NC(=O)CC(NC(=O)Cc1ccc(Br)cc1)c1ccc(NCc2cc(F)ccc2F)c([N+](=O)[O-])c1 (centres undefined)
    -16.6%	?	-11.0%	?	0.0%	-1.4%	-0.9%	i	0.7
(12) COc1cc(NC(=S)NC(=O)c2c(OC)cccc2OC)ccc1NC(=O)c1cccs1
    -13.5%	-22.9%	-1.2%	?	4.4%	-10.4%	-0.4%	i	-29.1
(13) Cc1cccc(C)c1NC(=O)/C(=C/c1ccco1)c1ccccc1
    -6.7%	30.8%	-7.2%	-14.1%	12.6%	-0.7%	5.3%	i	0.7
(14) Cc1ccc(CN2CCN(/N=C/c3ccc(Cl)c([N+](=O)[O-])c3)CC2)cc1
    1.5%	5.2%	0.0%	8.1%	2.3%	0.0%	-0.3%	i	-0.1
(15) CCCC(=O)N1CCCC(c2cc(C(=O)NCc3ccccc3)no2)C1 (centres undefined)
    .	35.5%	-10.5%	.	3.5%	.	0.7%	i	-0.4
(16) Cc1cccc(Nc2nc(N)nc(CSc3nccc(C)n3)n2)c1
    -2.9%	1.7%	1.2%	-18.2%	-14.2%	-0.6%	6.0%	i	-3.1
(17) CC1CCN(S(=O)(=O)c2ccc3c(c2)N(CC(=O)Nc2ccc(F)c(Cl)c2)C(=O)CO3)CC1
    -16.5%	-30.1%	.	?	.	.	-0.5%	.	.
(18) Cc1cc(C)n(CC(=O)N2c3ccccc3Sc3ccc(C(F)(F)F)cc32)n1
    -10.0%	2.3%	-18.7%	25.3%	8.2%	0.0%	-0.6%	i	-4.4
(19) COc1ccc(C(C(=O)NC2CCCC2)N(C(=O)c2ccco2)c2cccc(C(C)=O)c2)cc1OC (centres undefined)
    -8.3%	-7.3%	-9.7%	1.0%	-0.2%	-1.8%	-0.7%	i	1.5
(20) Cc1ccc(CN2CC(=O)N3[C@H]4c5cc(C)ccc5OC[C@@H]4[C@H](c4ccccc4)[C@]3(C)C2=O)cc1
    -3.4%	14.0%	7.6%	-2.9%	10.6%	-6.2%	-0.2%	i	-8.6
(21) O=C1CC(Nc2ccc(N3CCOCC3)cc2)C(=O)N1CCc1ccccc1 (centres undefined)
    3.0%	-9.0%	13.5%	-1.3%	-3.8%	1.3%	-0.8%	i	1.6
(22) N#CCCN(C(=O)COC(=O)c1ccc(S(=O)(=O)N2CCCC2)cc1)c1cccc(Cl)c1
    1.0%	4.0%	-2.6%	4.5%	12.0%	0.4%	-0.1%	i	1.3
(23) O=C(Nc1nnc(-c2ccccc2F)s1)C1CCCO1 (centres undefined)
    -2.2%	-5.2%	6.3%	?	1.7%	-2.5%	3.16µM*	i	-0.5
(24) Cc1nn(-c2ccccc2)c(C)c1/C=N/NC(=O)c1cccs1
    -9.4%	-6.7%	-7.1%	?	-4.1%	3.6%	4.9%	i	0.3
(25) Cc1ccc(C)c(NC(=O)CN(C)C(=O)c2ccccc2OCc2ccc(Cl)cc2)c1
    -28.4%	-26.9%	-1.5%	-24.1%	12.9%	1.1%	4.1%	i	1.7
(26) Cc1ccc2c(c1)N(C(=O)N1CCC(C(=O)NCc3ccccc3C)CC1)CC(C)O2 (centres undefined)
    2.3%	?	.	11.5%	.	.	0.7%	.	.
(27) CNC(=O)CN1C(=O)NC(c2ccccc2)(c2ccccc2)C1=O
    0.3%	-21.3%	-16.8%	-15.6%	10.3%	2.9%	-0.2%	i	-0.2
(28) O=C(NCC(=O)N1CCN(c2ccccc2)CC1)c1ccc(Br)o1
    ?	-1.3%	10.8%	?	2.0%	0.8%	0.2%	i	0.3
(29) CCC(=O)N1CCc2cc(Br)cc(S(=O)(=O)N3CCN(C(=O)c4ccco4)CC3)c21
    -7.0%	-5.1%	-2.1%	-13.9%	-11.4%	3.5%	0.1%	i	-2.3
(30) CC(C)S(=O)(=O)c1csc(C(=O)NN)c1-n1cccc1
    2.6%	13.0%	-0.5%	3.7%	15.7%	-1.6%	0.2%	i	-2.3
(31) NS(=O)(=O)c1cccc(NC(=O)C(Cc2ccccc2)NC(=O)c2ccccc2)c1 (centres undefined)
    -2.3%	5.4%	1.3%	5.8%	12.6%	-2.9%	2.7%	i	-1.8
(32) CC[N+](C)(C)CC/C=C1/c2ccccc2Sc2ccc(Cl)cc21
    -4.2%	7.7%	-6.3%	-2.3%	11.9%	0.9%	-0.2%	i	-3.1
(33) COc1ccccc1NC(=O)N1CCCC1C(=O)NC12CC3CC(CC(C3)C1)C2 (centres undefined)
    -4.9%	0.1%	-2.4%	1.4%	4.9%	0.2%	-0.8%	i	-0.1
(34) O=C(CN1C(=O)c2ccccc2S1(=O)=O)NCc1ccc2c(c1)OCO2
    0.2%	-26.3%	-0.7%	?	3.8%	0.2%	0.0%	i	-3.6
(35) O=C1c2ccccc2C(=O)N1CSc1ncccn1
    8.6%	0.7%	-1.5%	24.6%	5.9%	-0.6%	-0.4%	i	2.2
(36) c1ccc(-c2nc(NCc3ccco3)c3ccccc3n2)cc1
    -3.5%	-0.8%	-8.7%	2.3%	18.1%	-1.6%	10.7%	i	0.6
(37) CCOc1cc(C(=S)N2CCOCC2)ccc1OS(=O)(=O)c1ccc(Br)cc1
    3.0%	-29.7%	-10.2%	-20.2%	6.2%	-1.0%	0.7%	i	-0.6
(38) CCOc1cc(/C=N/NC(=O)C2CC2)ccc1OC(C)C
    -0.9%	-9.5%	1.2%	12.5%	3.1%	0.9%	-0.5%	i	-2.1
(39) O=C(O)c1ccc(-n2ncc(Cl)c(Cl)c2=O)cc1
    .	-3.3%	2.3%	.	10.6%	.	?	i	-1.2
(40) CCOC(=O)C1=C(N)OC2=C(C(=O)CCC2)C1c1ccc(C)s1 (centres undefined)
    1.6%	-1.3%	-28.8%	10.5%	0.8%	-0.4%	-0.2%	i	-28.8
(41) Cc1cccc(CN2CCN(CC(=O)Nc3c(C)cccc3C)S2(=O)=O)c1
    1.7%	-56.2%	.	?	.	.	0.7%	.	.
(42) COc1cc(NC(=O)CC(C)n2nc(C)cc2C)cc(OC)c1 (centres undefined)
    2.7%	-3.9%	.	14.2%	.	.	-0.8%	.	.
(43) CNS(=O)(=O)c1ccc(CNC[C@H]2O[C@@H](n3cc(C)c(=O)[nH]c3=O)C[C@@H]2O)cc1
    .	?	11.2%	.	4.2%	.	-1.0%	i	1.5
(44) CCN1C(=O)C2(C(C#N)=C(N)Oc3n[nH]c(-c4ccc(Cl)cc4)c32)c2ccccc21 (centres undefined)
    -7.1%	?	-3.4%	-17.9%	-16.8%	0.4%	2.3%	i	-0.8
(45) NS(=O)(=O)c1ccc(NC(=O)CN2CCc3ccccc32)cc1
    0.9%	2.5%	7.5%	7.1%	-3.7%	0.0%	0.2%	i	-0.2
(46) CN1CCN(S(=O)(=O)c2ccc(CNC(=O)c3ccccc3)s2)CC1
    1.3%	0.0%	-11.5%	6.5%	8.4%	1.6%	0.3%	i	-4.5
(47) CC(NC(=O)C1CCC(C)(C(=O)O)C1(C)C)c1ccccc1 (centres undefined)
    2.8%	0.0%	13.1%	5.8%	9.6%	-2.1%	0.0%	i	-1.3
(48) Cc1ccc2[nH]c3c(NCc4ccccc4)ncnc3c2c1
    18.4µM*	?	-10.3%	5.17µM*	21.0%	-0.7%	4.1%	i	-1.4
(49) CC(C)N(C(=O)Cn1cc(S(=O)(=O)Cc2ccc(C(F)(F)F)cc2)c2ccccc21)C(C)C
    7.8%	?	.	21.9%	.	.	3.1%	.	.
(50) CCOc1ccc(C(=O)NCC2(c3ccccc3)CCOCC2)cc1
    0.2%	7.9%	8.6%[57.1 µM]	-2.6%	13.3%	-2.3%	-0.3%	i	1.3
